Efflux pump inh: inhibitors of Candida efflux pumps in yeast, primary screen, S. cerevisiae, Nile Red, multiplex; S. cerevisiae Candida pump triplex; inhibition, % at 10 µM; 0.44% of 330,000 active; AID 485275, 2010;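 active means plate passing quality check with inhibition over a set limit, or well fluorescence over plate mean plus 4 SD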;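 further: Nile Red retained in pooled yeast measured as flow cytometry median fluorescence; 0% = buffer negative control and 100% = Enniatin B positive control; higher means more Nile Red kept so more efflux inhibition; some compounds called inactive have numbers as strong as hits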
CIT2 TOR yeast: modulators of CIT2-GFP expression in yeast, primary screen, S. cerevisiae, GFP fusion, multiplex flow cytometry, MLPCN library. S. cerevisiae CIT2-GFP strain, 3 h; 100 means same as DMSO wells. GFP response vs DMSO, % at 10 µM. 0.065% of 320,000 active;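 active means GFP response relative to DMSO above a set limit, near the screen mean plus 3 SD, cut at about 150% in these data; inconclusive means Fewer than 70 cells measured for a yeast strain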;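 further: ratio of well median GFP fluorescence to mean of DMSO wells on the plate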
MEP2 TOR yeast: modulators of MEP2-GFP levels in yeast, primary screen, S. cerevisiae, multiplex flow cytometry, MLPCN library; S. cerevisiae MEP2-GFP strain, 3 h; 100% = DMSO control level; GFP response vs DMSO, % at 10 µM; 0.51% of 330,000 active; AID 2016, 2009;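 active means GFP response versus DMSO above a set limit, roughly screen mean plus 3 SD, cut at about 180% in these data; inconclusive means fewer than 70 cells counted for a yeast strain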;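 further: median GFP fluorescence of the barcode-gated MEP2-GFP cells per well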
AGP1 TOR yeast: modulators of AGP1-GFP expression in yeast TOR pathway, primary screen, cell-based, multiplex flow cytometry, S. cerevisiae, MLPCN library; 0.02% of 320,000 active; GFP response vs DMSO, % at 10 µM; 3 h; GFP as percent of DMSO wells;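 active means GFP response relative to DMSO above a set limit, near screen average plus 3 SD, cut at about 150% in these data; inconclusive means fewer than 70 cells counted for the yeast strain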;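 further: median GFP channel fluorescence of the gated AGP1 strain per well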
RPL19A-GFP yeast: RPL19A-GFP expression modulators in yeast, primary screen, cell-based, S. cerevisiae, multiplex flow cytometry, MLPCN | percent response vs DMSO, % at 10 µM | S. cerevisiae RPL19A-GFP strain, 3 h; stronger effect = lower value | 0.3% of 330,000 active | AID 2025, 2009;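 active means percent response vs DMSO below 50%; inconclusive means fewer than 70 events counted for the yeast strain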;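 further: median channel GFP fluorescence of the barcoded RPL19A-GFP strain; ratio of sample median GFP to plate DMSO average so 100% = DMSO; lower means less RPL19A-GFP as with rapamycin TOR inhibition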
AHR activator: AHR activators, primary screen, cell-based, luminescence, luciferase reporter, human. activation, % at 5 µM. Aryl hydrocarbon receptor (Homo sapiens), P35869. AHR-responsive luciferase reporter cells. 2.5% of 320,000 active; in the data active means activation above about 47%;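 further: 0% = vehicle wells and 100% = reference agonist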
Target sequence (P35869 whole entry, looked up): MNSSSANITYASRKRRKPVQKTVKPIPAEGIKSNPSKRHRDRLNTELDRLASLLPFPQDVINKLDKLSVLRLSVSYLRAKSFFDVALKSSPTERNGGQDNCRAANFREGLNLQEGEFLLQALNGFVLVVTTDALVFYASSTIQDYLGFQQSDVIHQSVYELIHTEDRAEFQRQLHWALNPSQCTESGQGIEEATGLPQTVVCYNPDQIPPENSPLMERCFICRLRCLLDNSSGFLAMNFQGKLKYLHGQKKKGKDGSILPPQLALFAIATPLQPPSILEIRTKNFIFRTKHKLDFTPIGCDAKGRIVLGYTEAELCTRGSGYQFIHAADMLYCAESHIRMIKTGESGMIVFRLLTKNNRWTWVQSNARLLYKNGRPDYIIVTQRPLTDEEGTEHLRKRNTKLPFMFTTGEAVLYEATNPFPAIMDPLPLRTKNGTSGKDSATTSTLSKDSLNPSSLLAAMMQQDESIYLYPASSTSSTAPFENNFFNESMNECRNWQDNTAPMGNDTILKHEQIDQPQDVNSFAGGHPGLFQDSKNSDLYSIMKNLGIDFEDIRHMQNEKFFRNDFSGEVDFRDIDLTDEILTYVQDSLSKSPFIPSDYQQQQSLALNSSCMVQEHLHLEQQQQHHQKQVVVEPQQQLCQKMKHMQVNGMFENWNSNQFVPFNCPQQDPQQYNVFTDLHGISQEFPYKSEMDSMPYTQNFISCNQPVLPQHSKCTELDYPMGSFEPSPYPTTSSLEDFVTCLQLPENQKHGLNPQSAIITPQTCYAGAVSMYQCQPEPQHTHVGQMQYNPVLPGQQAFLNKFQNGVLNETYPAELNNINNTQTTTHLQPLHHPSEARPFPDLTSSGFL
CR mimetic SO: reduction of superoxide in aged yeast, primary screen, HTS | S. cerevisiae aged cells, superoxide DHE fluorescence; stronger effect = lower value | superoxide response (% of plate mean), % at 10 µM | 0.18% of 330,000 active | AID 2690, 2010;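 active means superoxide response under a set limit, about three screen SD below normal, cut at about 65% in these data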;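 further: yeast aged for seven days with compound at 30 °C before DHE staining; 100% = average MFI of all compound-treated wells on the plate with controls excluded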
LAP4 TOR yeast: modulators of LAP4-GFP expression in yeast, primary screen, S. cerevisiae, multiplex flow cytometry, MLPCN library | AID 2023, 2009 | 0.34% of 320,000 active | 3 h; median GFP as percent of DMSO wells | GFP response vs DMSO, % at 10 µM;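 active means GFP response vs DMSO above a set limit, about the screen mean plus 3 SD, cut at about 150% in these data; inconclusive means under 70 cell events counted for the yeast strain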
* = called active by the depositor; ? = inconclusive; nt = not tested or not shown; [ ] = dose if it differs, or a comment.

SMILES	Efflux pump inh	CIT2 TOR yeast	MEP2 TOR yeast	AGP1 TOR yeast	RPL19A-GFP yeast	AHR activator	CR mimetic SO	LAP4 TOR yeast
O=C(NCCCN1CCCCC1)C1CCC(CNS(=O)(=O)c2cccc3nsnc23)CC1 (configuration not stated)	-0.1	122	107	111	105	-1	94	94
O=c1oc2ccccc2cc1-c1csc(Nc2nc3c(F)cccc3s2)n1	0.2	96	98	95	100	32	97	90
CCOc1ccc(C(=O)NCCc2cnc[nH]2)cc1	-0.1	108	112	101	103	9	115	100
Cc1c(N(C)C)nc2ccccc2c1N	-0.2	112	109	100	96	22	103	102
Fc1ccccc1CNCc1ccc2c(c1)OCO2	-0.2	105	97	97	100	0	97	93
Cc1cc(C)cc(NC(=S)NCCCN2CCOCC2)c1	0.0	100	102	104	103	0	82	98
CNC(=S)N(C)c1ccccc1	0.9	92	98	94	98	4	100	90
O=C(N/N=C/c1c[nH]c2ccccc12)c1ccccc1O	0.0	81	104	87	105	19	86	99
Fc1ccccc1N1CCN(c2nnnn2-c2ccccc2)CC1	-0.4	100	97	102	97	4	116	107
C#CCOCCOCCOCCNc1nc(N2CCN(C(=O)[C@H](CCCCN)n3cc([C@@H](N)CO)nn3)CC2)nc(N2CCN(C(=O)[C@H](Cc3cc4ccccc4[nH]3)n3cc([C@@H](N)CC(C)C)nn3)CC2)n1	-0.2	99	96	94	104	3	104	108
N#Cc1ccc(-c2csc(NC(=O)c3cc(-c4cccs4)nc4ccccc34)n2)cc1	-0.1	94	100	108	97	1	104	98
Cn1c2ccccc2c2nn(-c3ccccc3)c(=O)cc21	-0.1	102	91	95	97	-7	87	91
CC(=O)Nc1cccc(OCCCOc2ccc([N+](=O)[O-])cc2)c1	0.0	101	105	100	102	-1	91	93
O=C(O)CCC(=O)Nc1ccccc1Oc1ccccc1	-0.3	101	95	98	95	0	95	101
O=C(CN1C(=O)C2C3C=CC(C3)C2C1=O)Nc1nc(SCc2ccc(Cl)cc2)n[nH]1 (configuration not stated)	-0.2	100	97	95	98	1	98	104
COc1ccc(NC(=O)N(C)C[C@H]2Oc3c(NC(=O)NC4CCCCC4)cccc3C(=O)N([C@H](C)CO)C[C@@H]2C)cc1	0.4	95	88	91	92	1	116	91
CCc1ccc(-c2cc(C(=O)N3N=C(C(F)F)CC3(O)C(F)F)c3ccccc3n2)cc1 (configuration not stated)	0.0	97	111	102	98	16	101	117
CCOC(=O)c1ccc(NC(=O)Cn2nnc(-c3ccc(F)cc3)n2)cc1	-0.1	103	102	102	104	1	90	114
CC(=O)c1cc2c(cc1NS(=O)(=O)c1ccccc1)OCO2	0.0	86	99	100	101	1	102	97
CN1CCN(C(=S)Nc2cc([N+](=O)[O-])ccc2Cl)CC1	-0.1	93	97	99	98	0	119	94
O=C(Nc1cccnc1)C12CC3CC(CC(C3)C1)C2	0.0	103	105	107	101	0	85	104
COc1ccc(NC(=O)CSc2cc(C)nc3c(-c4ccccc4)cnn23)cc1	0.0	107	103	96	97	-1	89	103
COC(=O)c1ccc(-c2noc(CN3C[C@H]4CC[C@H]3C4)n2)cc1	0.1	97	95	102	102	0	101	99
Cc1ccccc1NC(=O)Cn1c(=O)n(CC2CCCO2)c(=O)c2ccccc21 (configuration not stated)	-0.1	92	95	101	102	1	96	104
COc1cccc(C(=O)Nc2cc(NC(=O)c3ccco3)ccc2OC)c1	0.1	91	100	101	95	15	103	103
COc1ccc(C(=O)N2CCC(O)(c3ccc(Cl)cc3)CC2)cc1OC	0.0	98	112	100	97	2	103	106
Nc1cc([N+](=O)[O-])ccc1O	0.1	98	105	96	102	3	110	93
O=C1c2ccc(-c3ccc(Cl)c(C(F)(F)F)c3)cc2S(=O)(=O)c2cccc(C(=O)N3CCN(c4ncc(Br)cn4)CC3)c21	0.0	103	98	99	99	-2	104	114
CC(C)(C)c1ccc(-n2ncc3c2CCCC3NC(=O)CCn2cncn2)cc1 (configuration not stated)	0.2	94	91	94	91	-4	102	94
COC(=O)CNC(=O)Cn1cnc2sc(C)c(S(=O)(=O)N3CCC(C)CC3)c2c1=O	0.4	nt	94	98	94	5	96	90

In the list so far, 4 contain an NH in an aromatic ring:
SMILES	Efflux pump inh	CIT2 TOR yeast	MEP2 TOR yeast	AGP1 TOR yeast	RPL19A-GFP yeast	AHR activator	CR mimetic SO	LAP4 TOR yeast
CCOc1ccc(C(=O)NCCc2cnc[nH]2)cc1	-0.1	108	112	101	103	9	115	100
O=C(N/N=C/c1c[nH]c2ccccc12)c1ccccc1O	0.0	81	104	87	105	19	86	99
C#CCOCCOCCOCCNc1nc(N2CCN(C(=O)[C@H](CCCCN)n3cc([C@@H](N)CO)nn3)CC2)nc(N2CCN(C(=O)[C@H](Cc3cc4ccccc4[nH]3)n3cc([C@@H](N)CC(C)C)nn3)CC2)n1	-0.2	99	96	94	104	3	104	108
O=C(CN1C(=O)C2C3C=CC(C3)C2C1=O)Nc1nc(SCc2ccc(Cl)cc2)n[nH]1 (configuration not stated)	-0.2	100	97	95	98	1	98	104

Additional results:
SMILES	Efflux pump inh	CIT2 TOR yeast	MEP2 TOR yeast	AGP1 TOR yeast	RPL19A-GFP yeast	AHR activator	CR mimetic SO	LAP4 TOR yeast
COc1ccc(-c2cc(C(F)(F)F)c(C#N)c(SCC(=O)Nc3ccccc3C#N)n2)cc1	0.2	99	104	96	101	7	114	99
O=C(NC1CCC(NC(=O)C(F)(F)C(F)F)CC1)C(F)(F)C(F)F (configuration not stated)	-0.1	108	101	101	98	1	92	98
CN(C)S(=O)(=O)c1ccc(Cl)c(NC(=O)CN2CCc3ccccc3C2)c1	0.5	87	99	99	98	-1	96	99
Cc1ccc(S(=O)(=O)N2CCOCC2)cc1NC(=O)Cn1nc(C)c([N+](=O)[O-])c1C	0.0	99	97	101	99	-1	118	103
Cc1nc(C)c(-c2csc(Nc3ccc(F)cc3)n2)s1	0.0	92	108	75	85	35	84	115
Cc1ccccc1NC(=O)Cc1nnc(SCC(=O)NC2CCCC2)n1C	0.0	107	108	98	102	0	97	100
O=C(COc1ccccc1Cl)Nc1ccc2c(c1)C(=O)NC2=O	-1.0	103	91	86	97	-12	nt	80
CCOC(=O)N1CCN(CC(O)c2c[nH]c3ccccc23)CC1 (configuration not stated)	-0.2	105	105	103	104	15	111	95
CCSc1nnc(NC(=O)CSc2nc(CC)nc3c2c(=O)n(C)c(=O)n3C)s1	0.1	119	101	108	102	2	111	106
COc1ccc(/C(C)=N/N=C(N)N)c(O)c1	-0.2	101	104	107	101	1	99	109
CC1(C)CC(NC(=O)c2ccc(Br)o2)CC(C)(C)N1	-0.1	95	142	17	81	0	100	85
COc1ccc(NC(=O)c2cc(=O)c3ccccc3o2)cn1	-0.2	96	104	99	95	-9	82	106
Cc1ccc(S(=O)(=O)NCC(=O)NCc2cc(=O)n(C)c(=O)n2C)cc1	0.0	108	105	99	99	0	77	94
Cc1ccc(-c2cc(C(=O)OCC(=O)N(C)C3CCS(=O)(=O)C3)c3ccccc3n2)c(C)c1 (configuration not stated)	0.1	87	102	89	84	2	122	94
CCn1cc(C(=O)NCCCN2CC(C)CC(C)C2)c(=O)c2cc(S(=O)(=O)N(C)C3CCCCC3)ccc21 (configuration not stated)	0.2	99	97	101	94	2	86	90
Cc1cc(NC(=O)c2cc(F)c(F)cc2Cl)no1	-0.4	103	109	107	100	-2	120	97
CCc1ccc2oc(=O)cc(CN3CCN(CCO)CC3)c2c1	0.1	101	100	106	102	4	94	100
CC1(C)Cc2ccccc2C(C(Cc2ccccc2)C(N)=O)=N1 (configuration not stated)	0.1	106	107	106	102	0	99	99
O=C(Nc1ccccc1C(=O)O)c1ccc2c(c1)C(=O)N(c1cccc([N+](=O)[O-])c1)C2=O	0.0	91	101	95	98	0	126	96
Cc1ccc(OCC(=O)Nc2cccnc2Cl)cc1C	0.0	94[may fluoresce red]	73[may fluoresce red]	73[may fluoresce red]	?	-1	96	82[may fluoresce red]
COc1ccc(-n2cc(-c3ccccc3)c3c(NN4CCOCC4)ncnc32)cc1	2.5*	90	104	104	98	8	106	118
O=[N+]([O-])c1ccc(N2CCN(c3ccc(Cl)nn3)CC2)c(Cl)c1	0.1	94	100	100	97	-2	97	103
Cc1cc(NC(=O)c2ccc(N3CCCC3)c([N+](=O)[O-])c2)no1	-0.1	93	107	96	99	-3	92	109
CCOP(=O)(OCC)c1nc(-c2ccc(C)cc2)oc1NCc1ccccc1	0.1	95	98	94	98	15	120	87
O=S(=O)(NCC(c1cccnc1)N1CCN(c2ccc(F)cc2)CC1)c1ccc(F)cc1 (configuration not stated)	0.0	95	97	93	98	-2	120	87
O=c1cnnc(Nc2ccccc2)[nH]1	-0.1	nt	99	92	90	-3	107	96
CCCn1ccc(O)c(Cc2ccc(Cl)cc2)c1=O	0.0	105	105	101	102	1	104	100
O=C(Nc1ccccc1)C1=C(N2CCOCC2)/C(=C/c2cccnc2)CC1	0.2	90	93	95	94	-3	88	104
O=C(O)C1CC(c2ccccc2)=NO1 (configuration not stated)	0.1	94	99	96	102	-1	100	96
COc1ccc(S(=O)(=O)N2CCOCC2)cc1NC(=O)COC(=O)CCOc1ccc(C)cc1	0.1	96	97	105	95	-1	101	99
COc1ccc(C2=NOC(C(=O)Nc3cc(Br)ccc3O)C2)cc1OC (configuration not stated)	0.5	101	110	113	103	5	111	106
Cc1nn(-c2ccccc2)c(Cl)c1C(=O)NNC(=O)c1ccncc1	-0.1	105	110	103	102	2	119	100
COc1ccc(S(=O)(=O)N2CCOCC2)cc1NC(=O)c1sccc1C	-0.1	99	102	101	101	-1	96	102
CCC(C)c1ccccc1NC(=O)c1cc(C)no1 (configuration not stated)	0.0	107	111	106	108	-1	102	90
CC(=O)c1coc2c1cc(O)c1ccccc12	-0.3	103	102	101	107	-5	91	100
C=CCn1c(COc2ccc(OC)cc2)nc2ccccc21	0.0	98	95	95	101	15	102	97
CC(=O)Nc1cccc(S(=O)(=O)N2CCCCCC2)c1	0.1	101	100	102	100	1	100	102
O=C(NCCc1c[nH]c2ccccc12)/C(=C\c1cccnc1)NC(=O)c1ccccc1Br	-0.1	99	95	105	95	9	105	105
COc1ccc(S(=O)(=O)NCCC(=O)NCc2ccc(F)cc2)cc1	-0.1	100	101	95	95	1	99	92
CC1(C)CCC[C@]2(C)[C@H]3CC(=O)O[C@]3(C)CC[C@@H]12	0.0	96	113	97	106	0	115	92
Cn1c(Cn2cnc([N+](=O)[O-])n2)nnc1SCC(=O)Nc1ccccc1	0.1	94	105	99	106	-4	117	100
COc1ccc(NC(=O)COC(=O)CCC(=O)c2cccs2)cc1OC	-0.1	101	105	104	101	2	95	102
COc1ccccc1OCC(=O)Nc1sc2c(c1C(N)=O)CCC2	0.1	70	97	75	96	19	130	98
Cc1ccccc1C(=O)NNC(=S)NC(=O)c1cccs1	0.2	87	100	135	96	7	154	125
CCC(C)(C)NC(=O)CN(C(=O)CCC(=O)Nc1nccs1)c1ccccc1C	-0.1	129	106	116	112	0	101	89
COc1ccc2c(C(=O)CN(C)C3CCCCC3)c[nH]c2c1	0.2	106	100	94	98	26	120	98
Cc1cc(-c2ccc(S(=O)(=O)NCc3ccc(F)cc3)cc2)on1	-0.1	97	86	99	96	2	79	88
CCC(C)NC(=O)C1c2cc(OC)c(OC)cc2C(=O)N(C)C1c1ccc(OC)cc1 (configuration not stated)	-0.2	104	103	107	98	0	86	95
C=C(C)C(=O)OCC(O)COc1ccc(C(C)(C)c2ccc(OCC(O)COC(=O)C(=C)C)cc2)cc1 (configuration not stated)	0.1	83	97	84	97	-1	112	102

Assay outcomes as filed in PubChem.
